Lipid storage S3: qHTS Assay for Lipid Storage Modulators in Drosophila S3 Cells | Drosophila S3 cells, BODIPY lipid droplet fluorescence, 18-24 h; cells fed with added oleic acid | lipid storage change, negative = inhibition, % at the top dose, mostly 46.1 µM; hits show Potency in µM | 320,000 compounds, 0.64% hits | AID 2685; active = well fitted inhibition curve with a large enough effect in the signal ratio, with a control signal flat, not every such curve was filed as active; inconclusive = small, poorly fitted or top-dose-only effect, or effect the other way, or a change in a side signal; the % refers to the signal ratio
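Drosophila S3 cells got compounds at several concentrations plus oleic acid (400 uM solution). Laser-scanning cytometry with 488 nm excitation read lipid droplets at 500-530 nm and cells at 575-640 nm. Percent activity was relative to 20 uM Triacsin C.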
Lipid storage S3 cell count max: second read-out of Lipid storage S3, no call of its own (marks repeat the call); cell number change, %; measured here: cell count max response;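 cells counted by Cell Tracker Red CMTPX staining in the red channel; peak over a dose series mostly up to 46.1 µM; percent activity relative to internal control wells on each plate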
An asterisk follows results filed as active; i = inactive; ? = inconclusive; nt = not tested or not shown; [ ] = dose if it differs, or a comment. % is scaled to controls: 0 for no effect and ±100 for the full control effect; potency is read from the fitted curve at half-maximal effect.

Lipid storage S3,Lipid storage S3 cell count max,mol
?,nt,CCC(=O)Oc1cccc(C(=O)Nc2cccc(NC(=O)c3ccco3)c2)c1
?,nt,O=c1[nH]c(SCc2ccc(Cl)cc2)nc2ccsc12
?,nt,CCCCCCSc1ccc([C@H]2N[C@@](Cc3ccccc3)(C(=O)OC)[C@H]3C(=O)N(C)C(=O)[C@@H]23)cc1OC
-1%,-2,COCCNC(=O)CSc1nc2cc(OC)c(OC)cc2c(=O)n1Cc1ccc(OC)cc1
27%,-3,Nc1c(C(=O)CSc2nnc(COc3ccc(Cl)cc3)o2)c(=O)[nH]c(=O)n1C1CC1
i,-5,O=C(CN1C(=O)CCS(=O)(=O)c2ccccc21)Nc1ccccc1F
i,2,CCN1CCN(CCCNC(=O)c2ccc(NC(=O)C3=CSCCO3)cc2)CC1
?,nt,COc1ccccc1CNc1nc2nc(C)cc(=O)n2[nH]1
?,nt,Cc1ccc(NC(=O)c2oc3ccc(S(=O)(=O)N4CCOCC4)cc3c2C)c(C)c1
?,nt,O=C(CSC1=NS(=O)(=O)c2cc(Cl)ccc2N1)Nc1cccc(F)c1
?,nt,COc1ccc(N(C)S(=O)(=O)c2ccc3c(c2)CCC(=O)N3)cc1
?,nt,CCN(c1ccccc1)S(=O)(=O)c1ccc(Oc2ccc(-n3ccnc3)cc2)nc1
0%,9,O=C(CSc1nc(-c2ccc(F)cc2)cc(C(F)(F)F)n1)NCc1ccco1
-8%,4,CN1CCN(C(=O)C23CC4CC(C2)CC(c2ccccc2)(C4)C3)CC1
2%,8,O=C(COC(=O)c1cccnc1)c1ccc(Cl)c(Cl)c1
i[0.0737 µM],nt,CC(=O)c1ccc(NC(=O)CCc2nc3sc4c(c3c(=O)[nH]2)CCCC4)cc1
?,nt,CN(C)S(=O)(=O)c1cccc(NC(=O)c2ccc(S(=O)(=O)N3CCCC3)cc2)c1
9%,7,COc1ccc(NC(=O)CN2CCC(C(N)=O)CC2)cc1
?,nt,COc1ccc2c([N+](=O)[O-])c(N3CCCC3)[nH]c2c1
?,nt,O=C(Cc1cn2ccsc2n1)Nc1cccc2cnccc12
-18%,-7,O=C(Nc1cccc2ccccc12)/C(=C/c1cccc([N+](=O)[O-])c1)NC(=O)c1cccs1
?,nt,COc1ccc(OC)c(NC(=O)CSc2nc3ccccc3c(=O)n2CCNC(C)=O)c1
?,nt,Cc1ccc(-c2nn(-c3ccccn3)c(=O)c3ccccc23)cc1C
?,nt,CC(C)c1ccc(C(=O)NCCCNC(=O)c2cnccn2)cc1
-8%,-15,CCCc1c(C)c(C#N)c2nc3ccccc3n2c1NCCCN1CCOCC1
0%,16,CC1(C2CC2)NC(=O)N(CC(=O)Nc2ccccc2-c2ccccc2)C1=O (stereo not given)
?,nt,COc1cccc(SCC2CSc3nc4ccccc4c(=O)n32)c1 (stereo not given)
?,nt,CN1C(=O)C2CN(CCc3ccccc3)CNC2N(C)C1=O (stereo not given)
?,nt,COc1ccc2[nH]cc(CCn3ccc(O)c(C/C=C/c4ccccc4)c3=O)c2c1
4%,-7,Cc1ccn2c(NC3CCCCC3)c(C(C)C)nc2c1
?,nt,O=C(CSc1nnc(-c2ccccc2O)o1)NC1CCCCC1
?,nt,COc1ccc(NC2CCCN(C(=O)Cn3ccc(C)n3)C2)cc1OC (stereo not given)
?,nt,COc1cc2oc3ccccc3c2cc1N(CC(=O)N1CCCCC1)S(=O)(=O)c1ccc(C)cc1
7%,5,O=C(CC(=O)Nc1ccccn1)Nc1ccccn1
7%,-1,O=C(O)CCN1C(=O)c2ccc(NC(=O)CSCc3ccccc3)cc2C1=O
?,nt,CCC(=O)Nc1ccc(NC(=O)c2cc3ccccc3o2)cc1
i,nt,CCCS(=O)(=O)N1CCC(C(=O)NCCCN2CCC(Cc3ccccc3)CC2)CC1
?,nt,CN(Cc1cnccn1)C(=O)CC1C(=O)NCCN1Cc1ccc(F)cc1Cl (stereo not given)
?,nt,Cc1cc[n+](-c2[nH]c(=O)sc2/C=N/N=C(\[O-])c2ccncc2)cc1C
i,nt,COc1ccc(OC)c(S(=O)(=O)Nc2cccc(F)c2)c1
5%,15,COc1ccccc1CC(=O)NCCc1ccc(S(N)(=O)=O)cc1
?,nt,CCC(=O)Nc1nnc(S(=O)(=O)N2CCc3ccccc32)s1
-7%,14,CC(=O)Nc1ccccc1C(F)(F)F
?,nt,COc1ccc(NC(=O)c2ccc(S(=O)(=O)NCc3cccnc3)cc2)cc1
8%,-8,CS(=O)(=O)N1CCN(c2nnc(-c3ccccc3)c3ccccc23)CC1
?,nt,COc1ccc(C(=O)Nc2cnccn2)cc1[N+](=O)[O-]
?,nt,O=C(CC1Sc2ccccc2NC1=O)NCc1ccc(Cl)cc1 (stereo not given)
-4%,-5,CN1CCN(C(=S)NC(=O)c2ccco2)CC1
i,-3,Cc1c(Cl)cccc1NC(=O)Cn1nc(C)n2cccc2c1=O
?,nt,CCc1ccc2nc(N3CCN(C(=O)C(C)(C)C)CC3)sc2c1
?,nt,COc1ccc(C2(c3ccc(OC)cc3)NC(=O)N(CC(=O)NCC(C)c3ccccc3)C2=O)cc1 (stereo not given)
5%,-20,Cc1ccc(C)c(NC(=S)N(CCc2nc3cc(C)c(C)cc3[nH]2)Cc2cccnc2)c1
11%,-13,COc1ccc(N2CS(=O)CC2=O)cc1 (stereo not given)
?,nt,C=CCSc1nc2c(c(=N)n1CC=C)C1CCCC1S2 (stereo not given)
?,nt,Cc1ccc(NC(=O)COc2ccccc2)cc1S(=O)(=O)N1CCCCCC1
?,nt,CCCCN1Cc2c(nc3cc(-c4ccccc4)[nH]n3c2=O)C1=O
-11%,15,O=C(CN1C(=O)NC2(CCCc3ccccc32)C1=O)Nc1cccc(S(=O)(=O)N2CCCCC2)c1 (stereo not given)
?,nt,COc1cc(C(C)=O)ccc1OCC(O)Cn1nc(C)c(Br)c1C (stereo not given)
?,nt,Cc1cc(C)n(-c2nnc(C)n2/N=C/c2ccccc2OCc2ccccc2Cl)n1
-6%,4,Cc1ccc(OCC(=O)Nc2ccon2)c([N+](=O)[O-])c1

Among those listed so far, these contain a halogen.
Lipid storage S3,Lipid storage S3 cell count max,mol
?,nt,O=c1[nH]c(SCc2ccc(Cl)cc2)nc2ccsc12
27%,-3,Nc1c(C(=O)CSc2nnc(COc3ccc(Cl)cc3)o2)c(=O)[nH]c(=O)n1C1CC1
i,-5,O=C(CN1C(=O)CCS(=O)(=O)c2ccccc21)Nc1ccccc1F
?,nt,O=C(CSC1=NS(=O)(=O)c2cc(Cl)ccc2N1)Nc1cccc(F)c1
0%,9,O=C(CSc1nc(-c2ccc(F)cc2)cc(C(F)(F)F)n1)NCc1ccco1
2%,8,O=C(COC(=O)c1cccnc1)c1ccc(Cl)c(Cl)c1
?,nt,CN(Cc1cnccn1)C(=O)CC1C(=O)NCCN1Cc1ccc(F)cc1Cl (stereo not given)
i,nt,COc1ccc(OC)c(S(=O)(=O)Nc2cccc(F)c2)c1
-7%,14,CC(=O)Nc1ccccc1C(F)(F)F
?,nt,O=C(CC1Sc2ccccc2NC1=O)NCc1ccc(Cl)cc1 (stereo not given)
i,-3,Cc1c(Cl)cccc1NC(=O)Cn1nc(C)n2cccc2c1=O
?,nt,COc1cc(C(C)=O)ccc1OCC(O)Cn1nc(C)c(Br)c1C (stereo not given)
?,nt,Cc1cc(C)n(-c2nnc(C)n2/N=C/c2ccccc2OCc2ccccc2Cl)n1

The list continues.
Lipid storage S3,Lipid storage S3 cell count max,mol
?,nt,C[C@H](NS(=O)(=O)c1ccc2c(c1)OCCCO2)C(=O)N1CCN(Cc2ccc(C#N)cc2)CC1
?,nt,Cc1cccc(NC(=O)c2cc(C)nc3ccccc23)c1
?,nt,COc1ccc(NC(=O)CN(C)CC(=O)NC(=O)NC2CCCCC2)cc1
?,nt,COC(=O)[C@H](CCSC)NC(=O)Nc1ccc(OC)c(Cl)c1
?,nt,Cc1cccc(OCC(=O)O/N=C(\N)c2ccncc2)c1
-5%,-5,COc1ccc(-c2c(C)c3ccc(OCC(C)=O)cc3oc2=O)cc1
-7%,-5,S=C(NCCc1cnc[nH]1)NC1CCCC1
i,nt,CC1CN(C(=O)Cn2cc(SCC(=O)N3CCOCC3)c3ccccc32)CC(C)O1 (stereo not given)
-5%,-19,Cn1c(=O)c2c(nc(NC3CCCCC3)n2Cc2ccccc2)n(C)c1=O
?,nt,CCOC(=O)c1c(S(=O)(=O)NCCCc2ccco2)c(C)n(C)c1C
i,8,Cc1nc(C(N)=O)c(N)n1CCc1ccccc1
?,nt,COc1cc2nc(CC(C)C)n(NC(=O)c3ccccc3)c(=O)c2cc1OC
-2%,-1,Cc1ccc(NC(=O)CSc2ccccc2NC(=O)c2cccc(Cl)c2)cc1Cl
10%,nt,Cc1ccc(COC(=O)NCc2cccnc2)cc1
i,7,NC(=O)[C@H](Cc1cc2ccccc2s1)NC(=O)[C@@H]1CC2(CC(c3cccc(NC(=O)[C@@H]4CCC(=O)N4)c3)=NO2)CN1C(=O)c1ccccc1 (stereo not given in full)
7%,-17,O=C1CC(C2CCCO2)C(=O)N1Cc1ccccc1 (stereo not given)
?,nt,COc1ccc(C(=O)Nc2ccccc2NC(=O)c2ccco2)c(OC)c1
5%,-3,CC(OC(=O)c1ccc2ncsc2c1)C(=O)NCc1ccccc1 (stereo not given)
?,nt,COc1ccc(NC(=O)[C@H](C)NC(N)=O)cc1S(=O)(=O)Nc1cc(C)ccc1Br
-23%,8,CCNC(=S)N1CCC(C(N)=O)CC1
-4%,-11,COc1ccc(C(=O)NCCC2=CCCCC2)cc1OC
?,nt,COc1ccc(-c2noc(C3CCCN(C(=O)c4cccs4)C3)n2)cc1 (stereo not given)
?,nt,FC(F)(F)Oc1ccc(-c2cn3cccnc3n2)cc1
?,nt,CCOC(=O)c1ccc(N2C(=O)CC(Sc3ncccn3)C2=O)cc1 (stereo not given)
9%,7,COc1ccc(CN2CCCCC2C(=O)Nc2ccc(OC)c(OC)c2)cc1OC (stereo not given)
?,nt,O=C(CN1C(=O)NC2(CCOc3ccccc32)C1=O)NCC(F)(F)F (stereo not given)
5%,-9,O=C(CSc1n[nH]c(=O)n1C1CC1)Nc1ccc(Cl)c(Cl)c1
?,nt,Cc1ccc2ncnc(-c3ccccc3)c2c1
15%,-1,CC(C)(C)CN1CCNC(=O)C1CC(=O)NC1Cc2ccccc2C1 (stereo not given)
-15%,1,N=C1C(c2nc3ccccc3s2)=C(O)CN1Cc1ccccc1
?,nt,CCOc1cc(O)c(-c2[nH]ncc2-c2nc(C)cs2)cc1CC
?,nt,O=C(NC1CCCCC1)N1CCN(c2ccccc2Cl)CC1
?,nt,Cc1ccc(S(=O)(=O)/N=C(/Nc2ccc3[nH]c(=O)[nH]c3c2)c2ccc(F)cc2)cc1
?,nt,O=S(=O)(c1ccc(NCc2ccccc2)cc1)N1CCOCC1
?,nt,O=c1cc(N2CCCCC2)c(-c2ccccc2)nn1Cc1c(Cl)cccc1Cl
13%,12,Cc1ccc(S(=O)(=O)CCC(=O)NCCc2ccc(Cl)cc2)cc1
12µM*,-1.4*,COc1ccccc1NC(=S)NCc1ccc(F)cc1
?,nt,Cc1c(O)c(CN2CCCC2)cc2c3c(c(=O)oc12)CCC3
?,nt,CCC(=O)N1Cc2ccccc2-c2ccccc2C1=O
-25%,nt,COc1ccc2c(c1)c(/C=C/c1cc[n+](C)cc1)cn2C
?,nt,CCC(C(=O)NC(C)CCc1ccccc1)n1nc(C)n2c(cc3occc32)c1=O (stereo not given)
-11%,2,CCOC(=O)N/N=C\c1ccc([N+](=O)[O-])s1
-21%,-1,CC/C(=N\Nc1ccc([N+](=O)[O-])cc1)c1ccccc1
i,nt,N#Cc1ccc(Oc2nc(Nc3ccc(F)cc3)nc(N3CCCC3)n2)cc1
?,nt,COc1ccc(S(=O)(=O)N2CCOC23CCN(C(=O)c2ccc(Cl)cc2Cl)CC3)cc1
?,nt,C=CCn1c2ccccc2c2nnc(SCC(=O)Nc3cc(C)on3)nc21
?,nt,O=C(CCCN1C(=O)c2ccccc2C1=O)N1CCc2ccccc2C1
?,nt,O=C(COc1ncnc2ccccc12)Nc1ccccc1[N+](=O)[O-]
12%,-11,COc1ccc(S(=O)(=O)Nc2ccccc2C)cc1C(=O)N1CCOCC1
?,nt,O=C(CCc1nc(-c2ccccc2F)no1)NC1CCCCCC1
?,nt,CC(C)Cn1c(SCC(=O)Nc2ncccn2)nc2ccccc21
?,nt,CNS(=O)(=O)c1ccc(N=Cc2c(C)[nH]n(-c3ccc(C)cc3C)c2=O)cc1
?,nt,COc1ccccc1C(=O)COC(=O)COc1cccc2c1OC(C)(C)C2
?,nt,Cc1csc2nc(CCNS(=O)(=O)c3ccc4c(c3)OCCO4)cn12
3%,11,COc1ccc(C(=O)C2CCCN(C(=O)c3cc4nc(C)cc(C)n4n3)C2)cc1F (stereo not given)
?,nt,CC(=O)c1ccc(-n2nncc2C)cc1
i,-19,Cc1nc(NC(=O)c2cccnc2)ccc1Br
?,nt,Cc1ccc2cc(CCNC(=O)c3c(-c4ccccc4Cl)noc3C)c(=O)[nH]c2c1
?,nt,CC(=O)Nc1ccc(OS(=O)(=O)c2cc(Cl)ccc2C)cc1

2 entries from above, with tabs.
Compound	Lipid storage S3	Lipid storage S3 cell count max
C=CCn1c2ccccc2c2nnc(SCC(=O)Nc3cc(C)on3)nc21	?	nt
O=C(CCCN1C(=O)c2ccccc2C1=O)N1CCc2ccccc2C1	?	nt

Screening data deposited in PubChem BioAssay by National Center for Advancing Translational Sciences (NCATS).

The list is partial. The share of hits here may be higher or lower than overall.
